# High-throughput results from PubChem.
# Xi reactivation – reactivates the inactive X chromosome in mouse fibroblasts; XiGFP mouse fibroblasts, % GFP-positive cells imaging, 3 d; cells co-treated with 5-aza-dC sensitizer; scaled so ellipticine positive control = 100%; activation, % at 7.58 µM; 360,000 compounds, 0.055% hits;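 active = mean normalized replicate activation at least 10% and every replicate at or above 10%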;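 note: 0% = median of on-plate neutral control wells and 100% = ellipticine 6 µM median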
#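 Assay system: SV40-immortalized XiGFP fibroblast cells, line 68-5-11; buffer or medium: DMEM plus 5-aza-dC sensitizer; compound: one concentration, pinned; timing: compounds 3 days, fix/stain 15 min at room temperature; benchmarks: positive control ellipticine, 6 µM final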
# ERp5 inh – inhibitors of human ERp5; Q15084; ERp5 insulin aggregation, absorbance 650 nm, 90 min; inhibition, % at 9.99 µM; 350,000 compounds, 0.05% hits;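 active = mean replicate inhibition above about 25%, with every replicate also reaching it, limit read from the data, passing the limit was not always enough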
# Target sequence (Q15084 whole entry, looked up): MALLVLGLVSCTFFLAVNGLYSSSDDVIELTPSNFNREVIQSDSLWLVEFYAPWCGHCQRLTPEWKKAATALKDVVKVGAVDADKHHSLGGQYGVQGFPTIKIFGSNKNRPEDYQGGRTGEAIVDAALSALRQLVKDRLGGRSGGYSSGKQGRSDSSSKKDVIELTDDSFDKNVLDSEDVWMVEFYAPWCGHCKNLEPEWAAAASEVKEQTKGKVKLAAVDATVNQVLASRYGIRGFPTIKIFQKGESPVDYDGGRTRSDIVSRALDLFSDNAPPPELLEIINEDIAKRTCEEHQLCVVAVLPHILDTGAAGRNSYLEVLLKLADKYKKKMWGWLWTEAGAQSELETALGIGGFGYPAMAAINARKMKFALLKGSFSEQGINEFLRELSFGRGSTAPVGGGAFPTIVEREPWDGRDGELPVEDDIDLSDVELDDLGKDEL
# esBAF inh – SWI/SNF esBAF complex inhibition. mouse ES cells, Bmi1-luciferase knock-in reporter, 24 h; 100% = twice the neutral-well signal. 350,000 compounds, 2% hits. reporter increase, % at 12.5 µM; in the data active = activation above about 40%;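 note: 0% = median of the plate's neutral control wells and 100% = double that signal; a rise in the Bmi1 reporter signal indicates esBAF inhibition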
# RAD54 branch – inhibitors of human RAD54 branch migration. inhibition, % at 10.4 µM. Q92698. 360,000 compounds, 0.14% hits. RAD54 Holliday junction branch migration, FAM/BHQ fluorescence;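 active = mean normalized replicate activity at least 40 and at least half of replicates scoring 40 or more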;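 note: 0% = median of neutral control wells and 100% = median of positive control wells; inhibitors cause a drop in the FAM fluorescence signal; in these data hits start at about 50%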
# S100A4 MyoIIA – inhibitors of human S100A4 binding to myosin IIA peptide. S100A4/TAMRA-MyoIIA peptide fluorescence polarization. inhibition, % at 10.7 µM. 360,000 compounds, 0.14% hits. AID 652163;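 active = mean inhibition of at least 70% across replicates, with every replicate also reaching that level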
# Target sequence (P26447 whole entry, looked up): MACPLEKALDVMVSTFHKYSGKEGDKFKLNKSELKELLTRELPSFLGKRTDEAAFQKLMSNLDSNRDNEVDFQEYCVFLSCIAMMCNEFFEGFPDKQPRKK
#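 Test system – S100A4 monomer (human) · Compound – single-point compound testing · Schedule – 5 min incubation before reading · Probe or stimulus – TAMRA-labelled myosin IIA heavy-chain peptide probe, 5 nM · Benchmarks – neutral control DMSO, positive control TFP · Medium – Calcium-containing HEPES buffer, pH 7.2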
# RAD52 inh – inhibitors of human RAD52 DNA annealing. P43351. recombinant RAD52 DNA annealing, FRET fluorescence. inhibition, % at 18.7 µM. 360,000 compounds, 0.46% hits. AID 651710;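 active = every replicate showing at least 50% inhibition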
# Target sequence (P43351 whole entry, looked up): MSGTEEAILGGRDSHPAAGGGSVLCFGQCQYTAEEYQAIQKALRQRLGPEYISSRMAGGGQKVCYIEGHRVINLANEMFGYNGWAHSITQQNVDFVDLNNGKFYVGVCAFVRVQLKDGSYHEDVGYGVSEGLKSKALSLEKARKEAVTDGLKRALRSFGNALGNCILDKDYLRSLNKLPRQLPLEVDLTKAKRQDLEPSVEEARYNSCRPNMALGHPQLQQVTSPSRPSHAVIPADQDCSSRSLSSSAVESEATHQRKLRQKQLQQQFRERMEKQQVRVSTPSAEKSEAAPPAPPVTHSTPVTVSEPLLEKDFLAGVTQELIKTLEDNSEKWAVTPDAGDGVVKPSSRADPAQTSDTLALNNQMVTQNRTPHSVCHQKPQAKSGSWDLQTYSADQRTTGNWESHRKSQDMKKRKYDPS
# ERAP1 inh – ERAP1 (human) enzyme inhibition; Q9NZ08; recombinant ERAP1, Leu-AMC fluorescence, 60 min; inhibition, % at 10.7 µM; 340,000 compounds, 0.15% hits; AID 652197;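 active = mean replicate inhibition of at least 30%, or all replicates individually reaching that 30% level; inactive = mean below 30% and not every replicate reaching it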;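 note: 0% = neutral control wells and 100% = L-leucinethiol positive control wells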
# E-sel inducer – E-selectin induction on HUVECs | P16581 | HUVEC E-selectin immunofluorescence imaging; normalized: neutral wells 0, TNF-alpha wells 100 | activation, % at 7.58 µM | 260,000 compounds, 0.37% hits;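 active = mean E-selectin-positive cell signal at least 10% of the positive control, reached in at least 60% of replicates, without over 20% cell loss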;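 note: in these data hits start at about 27%; measured in HUVEC primary endothelial cells; signal is the percent of cells scored E-selectin positive by PE staining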
#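 Assay system: HUVEC primary endothelial cells. Input: 3,000 HUVEC seeded per well. Doses: one compound dose added by pin transfer. Read-out basis: % PE-positive cells. Benchmarks: TNF-alpha high, DMSO low. Detection: immunofluorescence imaging. Buffer or medium: EGM-2, gelatin.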
# The depositor's hits bear a star; nt = no result given; & = joins results of further samples. An unsorted share of the library. About 2.5% of those tested had a hit in this group.
# Start of the data: the first 7 compounds, ahead of the listing:
SMILES,Xi reactivation,ERp5 inh,esBAF inh,RAD54 branch,S100A4 MyoIIA,RAD52 inh,ERAP1 inh,E-sel inducer
CCOC(=O)CNC(=O)CSc1nnc(NC(=O)c2ccc3c(c2)OCO3)s1,0.3,-3,nt,0,2,-11,3,0.6
COC(=O)c1cc2c(c3c4cc(F)ccc4n(S(=O)(=O)c4ccccc4)c13)C(=O)N(Cc1ccco1)C2,0.0,4,nt,nt,-5,-42,-5,0.0
COC(=O)c1ccccc1NC(=O)CNC(=O)c1ccc(OC)cc1,0.0,-2,5,-4,-11,-1,-5,nt
CSCCC(NC(=O)c1ccco1)C(=O)NCCc1ccc(Cl)cc1 (stereo unspecified),0.0,-10,-4,-6,-1,-11,0,0.4
COc1ccc(C#Cc2ccc([C@H]3[C@H]4CN(C(=O)c5cccnc5)CC(=O)N4[C@H]3CO)cc2)cc1,0.0,-6,nt,nt,-3,-13,1,0.1
Cn1cc(CN2CCN(c3ccc(Cl)cn3)CC2)c(-c2ccccc2F)n1,-0.1,3,-7,7,12,-15,nt,0.6
Cc1ccccc1OCC(=O)Nc1nc2ccccc2[nH]1,-0.1,1,nt,nt,-5,-18,2,1.3

# Main list, repeating the preview:
SMILES,Xi reactivation,ERp5 inh,esBAF inh,RAD54 branch,S100A4 MyoIIA,RAD52 inh,ERAP1 inh,E-sel inducer
CCOC(=O)CNC(=O)CSc1nnc(NC(=O)c2ccc3c(c2)OCO3)s1,0.3,-3,nt,0,2,-11,3,0.6
COC(=O)c1cc2c(c3c4cc(F)ccc4n(S(=O)(=O)c4ccccc4)c13)C(=O)N(Cc1ccco1)C2,0.0,4,nt,nt,-5,-42,-5,0.0
COC(=O)c1ccccc1NC(=O)CNC(=O)c1ccc(OC)cc1,0.0,-2,5,-4,-11,-1,-5,nt
CSCCC(NC(=O)c1ccco1)C(=O)NCCc1ccc(Cl)cc1 (stereo unspecified),0.0,-10,-4,-6,-1,-11,0,0.4
COc1ccc(C#Cc2ccc([C@H]3[C@H]4CN(C(=O)c5cccnc5)CC(=O)N4[C@H]3CO)cc2)cc1,0.0,-6,nt,nt,-3,-13,1,0.1
Cn1cc(CN2CCN(c3ccc(Cl)cn3)CC2)c(-c2ccccc2F)n1,-0.1,3,-7,7,12,-15,nt,0.6
Cc1ccccc1OCC(=O)Nc1nc2ccccc2[nH]1,-0.1,1,nt,nt,-5,-18,2,1.3
COc1ccc(-c2cn(CC[C@@H]3CC[C@H](NC(=O)NC(C)C)[C@@H](CO)O3)nn2)cc1,0.1,-6,-8,-7,18,-1,3,0.3
CCCNc1nc(C)cc(-c2cc(C(=O)NCc3ccccc3)on2)n1,0.0,4,-3,-9,-2,1,0,0.1
CCOC(=O)N1CCC(N2CCN(c3cc(C)ccc3C)CC2)CC1,nt,-3,nt,nt,-4,-9,-2,nt
Cc1cc(NC(=O)c2ccc3[nH]c(C)c(C)c3c2)ccn1,0.0,-1,40,11,-3,4,0,-0.2
COCCNc1nc(NCCCN2CCCC2=O)c2sccc2n1,0.0,0,-4,2,-1,-15,-3,-0.1
CCOc1ccccc1C(=O)NCC(=O)OCc1c(C)noc1C,0.1,5,nt,-1,5,-4,-2,nt
Cc1cccc(C)c1OCC(=O)NNC(=S)NC(=O)C1CC1,-0.1,4,-6,1,10,-22,-6,-0.2
O=C(NCC(=O)N1CCN(Cc2ccccc2)CC1)c1cccs1,0.0,5,49*,-4,-2,-3,-1,1.5
O=C(O)CN1CCN(c2ncc(C(F)(F)F)cc2Cl)CC1,0.2,1,-1,-5,0,-1,3,nt
Cc1ccc(SCc2c(C(=O)N/N=C/c3ccc4c(c3)OCO4)nnn2-c2nonc2N)cc1,0.1,6,0,1,-8,-4,-2,nt
COCC(=O)N1CC2(C1)[C@H](c1ccc(-c3cccc(F)c3)cc1)[C@@H](CO)N2C(=O)C1CC1,0.0,2,nt,nt,-25,-47,-1,0.1
Cc1ccc(OCCn2cnc3cc([N+](=O)[O-])ccc3c2=O)cc1,0.1,3,nt,2,1,-11,6,7.1
COc1ccc(NS(=O)(=O)CC(C)C)c(OC)c1,0.3,1,nt,nt,4,-12,-3,-0.6
CN(C)C(=O)C[C@H]1CC[C@H]2[C@@H](COc3ccc(NC(=O)c4ccc(F)c(F)c4)cc3C(=O)N2C)O1,0.1,3,5,10,-16,5,0,0.0
CN(C(=O)COC(=O)c1ccc2c(=O)n3c(nc2c1)CCC3)C1CCS(=O)(=O)C1 (stereo unspecified),0.1,5,nt,-2,-6,-9,2,0.4
O=C(C[C@H]1CC[C@H](NS(=O)(=O)c2ccc(F)cc2)[C@H](CO)O1)NCc1ccncn1,-0.2,-3,-10,4,-34,-15,1,-1.9
COc1ccc(OC)c(CNC(=O)c2[nH]c(C(F)(F)F)nc2-c2ccccc2)c1,0.0,0,-6,-6,-1,-11,1,0.3
CNC(=O)C[C@@H]1CC[C@H]2[C@@H](COc3ccc(NC(=O)c4ccccc4F)cc3C(=O)N2C)O1,0.0,nt,5,1,nt,nt,nt,0.1
O=C(c1ccc(NS(=O)(=O)c2ccc(F)cc2)cc1)N1CCOCC1,-0.7,-2,-1,-16,-2,9,0,-1.5
CC(=O)Nc1ccc(CCCCc2ccc(NC(C)=O)cc2)cc1,0.0,2,5,-12,-3,-13,-9,nt
Cc1cccc(-c2ccc([C@H]3[C@H](CO)N4C(=O)CN(C(=O)Cc5ccccn5)C[C@@H]34)cc2)c1,0.2,-4,nt,nt,-13,-7,6,0.2
Cc1nc(N)nc(N)c1/C=C/C(C)(C)c1ccc(Cl)cc1,0.1,2,nt,nt,2,11,1,-3.7
NC(=O)CSc1nnc(-c2ccc3c(c2)OCO3)o1,0.0,-4,nt,5,0,-4,0,nt
COCC#Cc1cnc2c(c1)C(=O)N([C@H](C)CO)C[C@H](C)[C@H](CN(C)Cc1ccc3c(c1)OCO3)O2,-0.1,20,-1,-15,8,-9,0,0.2
CNC(=O)COc1ccc(Cl)c2cccnc12,0.4,-3,-8,-7,7,-2,-2,1.8
O=C(CSc1ccc(-c2ccco2)nn1)Nc1ccccc1,-0.1,0,nt,nt,-7,-15,-2,2.0
COc1ccc(/C=N/NC(=O)c2ccc(N)cc2)cc1Cn1cc([N+](=O)[O-])cn1,0.1,-5,-4,5,0,-13,3,0.1
CCC(=O)N(C)C[C@@H]1Oc2ncc(C#C[C@H](C)O)cc2C(=O)N([C@H](C)CO)C[C@H]1C,-1.0,2,3,5,-5,-2,0,-0.2
CCCc1cc(C(=O)Nc2cccnc2)no1,0.0,-5,15,6,-2,-4,5,2.2

# Random excerpt: two records from the list.
SMILES,Xi reactivation,ERp5 inh,esBAF inh,RAD54 branch,S100A4 MyoIIA,RAD52 inh,ERAP1 inh,E-sel inducer
CCC(=O)N(C)C[C@@H]1Oc2ncc(C#C[C@H](C)O)cc2C(=O)N([C@H](C)CO)C[C@H]1C,-1.0,2,3,5,-5,-2,0,-0.2
COCC#Cc1cnc2c(c1)C(=O)N([C@H](C)CO)C[C@H](C)[C@H](CN(C)Cc1ccc3c(c1)OCO3)O2,-0.1,20,-1,-15,8,-9,0,0.2

# Next section.
SMILES,Xi reactivation,ERp5 inh,esBAF inh,RAD54 branch,S100A4 MyoIIA,RAD52 inh,ERAP1 inh,E-sel inducer
OC(COc1ccccc1)CN1CCN(Cc2ccc3c(c2)OCO3)CC1 (stereo unspecified),0.0,-8,nt,nt,2,1,0,nt
CCOC(=O)CNC(=O)CSc1cc(C)nc2ccc(OC)cc12,0.0,-6,-2,nt,0,-10,-1,nt
CC1CCCN(CCCNC(=O)c2cc3c(Cl)nc4ccccc4c3s2)C1 (stereo unspecified),0.3,1,-3,92*,-4,67*,-6,-0.1
O=C(Nc1ccc2cccnc2c1)c1ccc(Br)cc1,0.3,3,29,-2,-1,-13,-2,0.3
C[C@H]1CCCCO[C@H](CN(C)C(=O)NC2CCCCC2)[C@@H](C)CN([C@@H](C)CO)C(=O)c2cc(NC(=O)Nc3ccccc3)ccc2O1,0.1,9,5,-11,-7,-6,0,0.0
O=S(=O)(Nc1cccc2ncccc12)c1cccc(C(F)(F)F)c1,-0.1,2,-25,8,-2,-22,-1,-0.3
O=C1N=C(N2C=CC(=C3C=CNC=C3)C=C2)/C(=C/N=NC(=O)c2ccccc2O)S1,0.1,0,6,-20,-2,-81,4,nt
COc1cccc(CN2[C@@H](CO)[C@@H](c3ccccc3)C23CN(C(=O)C2CCCC2)C3)c1,-0.1,4,nt,nt,13,-32,3,nt
C=CCN(C(=O)c1csnn1)C(C(=O)NC1CCCCC1)c1ccc(C)cc1 (stereo unspecified),0.1,1,3,9,1,-2,0,nt
C#CCOCCOCCOCCNc1nc(N2CCN(C(=O)Cn3cc(CCCCN)nn3)CC2)nc(N2CCN(C(=O)Cn3cc(CCCN=C(N)N)nn3)CC2)n1,-0.1,-7,5,-11,-2,9,-7,-0.2
CN1CCS/C1=C/C=C1/SC(=S)N(Cc2ccccc2)C1=O,6.0,-4,nt,nt,-3,-79,-2,nt
Cc1c(N=C2N=C(NC(=O)c3cccs3)c3ccccc32)c(=O)n(-c2ccccc2)n1C,0.3,8,nt,nt,20,-128,2,-2.3
COc1ccc(N2CCN(C(=O)CCCNC(=O)Cn3cnc4sc(C)c(C)c4c3=O)CC2)cc1,0.1,0,-3,7,-1,-8,1,-0.2
COc1ccc(-c2ccc([C@H]3[C@H]4CN(C(=O)C5CCC5)CC(=O)N4[C@H]3CO)cc2)cc1,0.0,-4,nt,nt,1,-3,-2,0.0
CCCCn1c(N)c(N(CC(C)C)C(=O)C2CCN(S(=O)(=O)c3ccc(C)c(C)c3)CC2)c(=O)[nH]c1=O,0.1,0,3,3,-3,-21,0,-0.7
COc1ccccc1NC(=O)N1C[C@@H](O)COC[C@H]2O[C@H](CC(=O)NCc3ccccc3)CC[C@@H]21,0.0,-3,-1,2,2,-4,-1,0.0
N#C[C@@H]1[C@@H](c2ccc(-c3cccc(F)c3)cc2)[C@@H](CO)N1C(=O)c1cccnc1,0.3,-3,-4,10,24,-3,-4,-0.5
CC(C)(C)C(=O)Nc1c2c(nn1-c1cccc(Cl)c1)CS(=O)(=O)C2,0.2,3,3,2,-15,-11,0,-0.1
COc1ccc(NC(=O)COC(=O)c2cccc(S(=O)(=O)N3CCCCC3)c2)c(OC)c1,0.1,-5,-3,nt,-2,1,-5,-0.1
O=C(CN1CCN(S(=O)(=O)c2ccccc2)CC1)Nc1ccc(Cl)c([N+](=O)[O-])c1,0.0,-3,11,-8,13,-19,3,nt
N/C(=N\S(=O)(=O)c1cc(C(F)(F)F)cc(C(F)(F)F)c1)c1cccs1,7.8,-1,-11,nt,2,-8,4,0.9
COc1ccc(Cl)cc1N(CC(=O)N/N=C/c1ccc(OC(C)C)cc1)S(=O)(=O)c1ccc(C)c([N+](=O)[O-])c1,0.1,-2,nt,nt,-5,-8,-4,nt
C[C@H](CO)N1C[C@H](C)[C@@H](CN(C)CC2CCCCC2)Oc2c(NS(=O)(=O)c3ccc(F)cc3)cccc2C1=O,0.0&0.1,-3&4,-4&-1,-2&3,5&-4,4&-4,-1&-3,0.6&0.1
